# Screening data from PubChem.
# human PMI inhibition – inhibitors of human PMI, primary screen, biochemical, fluorescence intensity, coupled assay (AID 1209); purified PMI enzyme, coupled fluorescence intensity; higher % means a stronger effect; one-dose inhibition, % at 20 µM; IC50 in µM for titrated hits; hit rate 0.42% among 190,000;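 further: plate controls were DMSO vehicle for no effect and wells lacking substrate for full effect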
# human PMI inhibitors – human PMI inhibitors, high substrate, primary screen, biochemical, fluorescence intensity, high mannose 6-phosphate (AID 1220); recombinant PMI enzyme, coupled fluorescence intensity; higher % means a stronger effect; inhibition, % at 20 µM; hits with a dose series show IC50 in µM; hit rate 0.66% among 190,000
# LYP inhibition – PTPN22 lymphoid phosphatase activity blockers – biochemical, fluorescence intensity, uHTS (AID 1779) | recombinant LYP phosphatase, fluorescence intensity; higher % means a stronger effect | inhibition, % at 11.5 µM, or IC50 in µM where a hit was titrated | hit rate 0.054% among 290,000;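 further: plate controls were vehicle with enzyme for no effect and no enzyme for full effect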
# AID2073 – disruptors of CaV2.2 binding to Mint1 – biochemical, HTRF (AID 2073); HTRF protein-protein interaction, Mint1-CaV2.2; higher % means a stronger effect; one-dose inhibition, % at 20 µM; IC50 in µM for titrated hits; hit rate 0.19% among 290,000; in the data active means inhibition mostly above about 51%, no sharp cut-off; inconclusive means no clear call, values can overlap the other calls; inactive means mostly below about 53%; further: some results filed as inactive read as strong as hits
# P. falciparum M17LAP – P. falciparum M17LAP inhibitors, primary screen, biochemical, fluorogenic H-Leu-NHMec substrate, 1536-well (AID 1619). recombinant M17LAP, H-Leu-NHMec fluorogenic kinetic assay; higher % means a stronger effect. hit rate 0.38% among 220,000. inhibition, % at 30 µM, or IC50 in µM where a hit was titrated;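 active means compound inhibiting the enzyme by more than half at any dose during confirmatory dose-response retesting; inconclusive means strong single-dose inhibitors picked by rank but not retested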;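 further: plate controls were full reaction with DMSO carrier for no effect and no enzyme background for full effect; strong numbers were not always called active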
# P. falciparum M1AAP – malaria alanyl aminopeptidase activity blockers – biochemical, fluorogenic H-Leu-NHMec substrate, 1536-well (AID 1445); recombinant M1AAP, H-Leu-NHMec fluorogenic kinetic assay; higher % means a stronger effect; inhibition, % at 30 µM, or IC50 in µM where a hit was titrated; hit rate 0.42% among 220,000;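 active means primary inhibition above the hit cutoff, then over 50% inhibition at one or more dose response concentrations, cut at about 23% in these data, passing the limit was not always enough; inconclusive means conflicting primary data, or primary hits not chosen for dose response; inactive means low primary inhibition, or under 50% at every dose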;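 further: plate controls were DMSO full reaction for no effect and no enzyme background for full effect; strong numbers were not always called active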
# Dynein transport – dynein cargo transport inhibition; 3617.4 mouse cells, GR-EGFP nuclear translocation imaging; test concentration mostly 20 µM; stimulated with dexamethasone, 1 µM; stronger effect = lower value; z-score, hits read low; hit rate 0.47% among 220,000; AID 1381;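 active means plate z-score of nuclear minus cytoplasmic receptor signal below a set negative limit, without overly bright fluorescence or cell loss, cut at about -3.5 in these data, passing the limit was not always enough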;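 further: z-score of nuclear minus cytoplasmic ring GR-EGFP intensity difference per well; some compounds called inactive have numbers as strong as hits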
#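 Buffer or medium: tet-free, stripped-serum medium; reagent: dexamethasone at 1.0 µM final, 30 min; incubation: 48 h induction, 1 h compound, 30 min dex at 37 °C; measured by: formaldehyde fixation, Hoechst nuclear stain, 10x automated fluorescence imaging; read-out: nuclear-to-cytoplasmic GR-EGFP distribution per well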
# XIAP antagonists – small molecules displacing peptide from XIAP – biochemical, IAP family, fluorescence polarization (AID 1018) | XIAP BIR domain, fluorescence polarization peptide displacement; higher % means a stronger effect | one-dose displacement, % at 20 µM; IC50 in µM for titrated hits | hit rate 0.007% among 200,000; in the data active means displacement above about 50%; further: a part of the inactive calls stands beside numbers as strong as those of hits
# Siah-1 displacement – Siah-1 peptide-binding antagonists, primary screen, biochemical, fluorescence polarization, rhodamine-plectin, uHTS (AID 1817); hit rate 0.02% among 290,000; Siah-1 / rhodamine-plectin peptide fluorescence polarization; higher % means a stronger effect; displacement, % at 20 µM, or IC50 in µM where a hit was titrated;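 active means displacement of at least 50% at 20 µM, with a fluorescence ratio check between 0.3 and a set limit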;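 further: plate controls were Siah plus tracer with DMSO for no effect and tracer alone without Siah for full effect; strong numbers were not always called active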
# Dynein transport cytoplasmic EGFP – recorded beside Dynein transport, whose call it bears; z-score; measured here: cytoplasmic GR-EGFP intensity; stronger effect = higher value
# Dynein transport nuclear GR-EGFP – also measured in Dynein transport; calls as there; z-score; measured here: nuclear GR-EGFP intensity;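 lower value marks the stronger effect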
# Dynein transport cell count – second read-out of Dynein transport, no call of its own (marks repeat the call); z-score; measured here: cell count per field
# * = called active by the depositor; ? = inconclusive; / = not tested or not shown. Unless noted, no stated cut-off is given here; in the data, active means inhibition above about 50%; inactive means the rest.
SMILES,human PMI inhibition,human PMI inhibitors,LYP inhibition,AID2073,P. falciparum M17LAP,P. falciparum M1AAP,Dynein transport,Dynein transport cytoplasmic EGFP,Dynein transport nuclear GR-EGFP,Dynein transport cell count,XIAP antagonists,Siah-1 displacement
COc1ccc2cc(C(=O)C3CCCN(C(=O)CCc4cnn(C)c4)C3)ccc2c1 (stereo unspecified),3%,6%,-17%,16%,-47%,5%,0.19,-0.24,0.04,0.033,-2.6%,2%
Cn1c(NCCO)nc2c(c1=O)C1(CCCCC1)Cc1ccccc1-2,14%,20%,-6%,22%,-35%,18%,-0.62,-0.26,-0.23,0.33,3.3%,1%
Cc1nnc(SCC(=O)NCc2ccco2)n1-c1ccccc1,-7%,-9%,-11%,-8%,0%,-3%,0.15,0.35,0.19,0.31,-1.7%,1%
CC(C)N(C(=O)CN(C#N)c1nc(N(C)C)nc(N(C)C)n1)c1ccccc1,-9%,-9%,-12%,-6%,4%,-3%,0.099,-0.058,0.27,-0.43,1.2%,-7%
N#C/C(=C(\O)CCl)c1nnc2n1CCCCC2,-1%,-6%,-6%,-1%,9%,7%,-1.1,-0.31,-0.33,1,-3.2%,0%
Cc1ccnc2nc(C(=O)OCC(=O)N(CC(C)C)CC(C)C)nn12,-6%,5%,0%,-6%,2%,2%,-0.67,-0.29,-0.038,0.84,-12%,6%
CCCN1C(=O)c2cc(C(=O)Nc3cccc(C(C)=O)c3)ccc2C1Nc1cccc(C(C)=O)c1 (stereo unspecified),/,/,2%,14%,-2%,6%,-0.91,-0.23,-0.11,0.54,/,-4%
O=C(N/N=C/c1c(O)n(-c2ccc(Cl)cn2)c(=O)c2ccccc12)c1ccncc1,-46%,-54%,-1%,1%,0%,1%,-0.69,-0.12,-0.16,0.65,-11%,-10%
Cc1cc(C)c(OCCCON2C(=O)CCC2=O)c(Br)c1,-8%,-6%,-6%,2%,-4%,11%,0.39,-0.32,0.83,-0.46,-4.7%,0%
c1ccc(C2=Nn3c(nnc3-c3n[nH]c4c3CCC4)SC2)cc1,8%,9%,-2%,10%,-9%,8%,0.75,-0.29,0.42,-0.17,-1.9%,0%
c1ccc2nc(-c3nc4ccccc4[nH]3)ccc2c1,43%,12%,-4%,11%,-1%,-5%,0.73,-0.22,0.81,0.12,-5.8%,3%
CSc1nc2ncc(-c3ccsc3)c(N)n2n1,-7%,-5%,2%,-4%,-2%,7%,-0.14,-0.21,-0.13,0.37,-5.3%,-3%
Cc1ccc(C(=O)N/C(=C/c2ccc(F)cc2)C(=O)NCc2ccncc2)cc1,11%,9%,-6%,22%,11%,6%,-0.45,-0.23,-0.21,0.27,0.5%,0%
CCC(C)C(NC(N)=O)C(=O)Nc1ccc(C(=O)OC)cc1 (stereo unspecified),-2%,-5%,-9%,-6%,-8%,-3%,-0.1,-0.21,0.23,-0.23,-10%,3%
COc1cccc(CNCc2ccc(C(=O)O)cc2)c1OC,-4%,-6%,-4%,-3%,5%,5%,0.057,-0.31,0.17,0.2,-2.1%,4%
COc1ccc(C(C)C)cc1S(=O)(=O)Nc1ccc(Cl)cn1,-4%,-5%,-5%,11%,1%,-7%,0.056,-0.38,-0.2,-0.19,-2.1%,3%
COc1ccccc1NC(=O)Nc1cc(NC(=O)Nc2ccccc2OC)c(C)nc1C,-6%,-10%,-10%,5%,0%,?,0.13,-0.026,0.84,-1.8,-6.7%,2%
O=C(COCc1nc2ccccc2c(=O)[nH]1)NCC1CCCCC1,5%,2%,-4%,-1%,-3%,1%,0.4,-0.21,0.075,0.35,-5.4%,0%
Cc1cc(C(=O)CN2C(=O)C(=O)N(CC(C)C)C2=O)c(C)n1-c1ccccc1F,5%,11%,4%,3%,-4%,9%,0.87,-0.22,0.37,-0.36,-1.9%,4%
CCN(CC)S(=O)(=O)c1ccc(NC2c3ncccc3C(=O)N2Cc2ccccc2)cc1 (stereo unspecified),3%,1%,-1%,-19%,-2%,6%,-0.39,-0.36,-0.073,0.75,9.1%,-1%
Cc1ccc(-c2nnc(SCCC(=O)N3CCOCC3)o2)cc1,-24%,-22%,3%,-6%,5%,-5%,-0.55,-0.22,-0.32,1,0.6%,1%
O=C(CN1CCC(NC(=O)c2cccc(F)c2)CC1)NCc1ccccc1F,1%,2%,0%,20%,3%,23µM*,0.17,-0.29,0.25,0.32,-8.6%,-2%
CC1(c2cccs2)CC(c2cccs2)=C(C#N)C(=O)N1 (stereo unspecified),7%,24%,-8%,-9%,-8%,4%,-0.53,-0.22,-0.36,0.48,-5.9%,-2%
Cc1c(C(N)=O)c(N)c(C(=O)c2ccccc2)n1-c1ccccc1,0%,3%,-1%,0%,-7%,5%,-0.27,-0.15,0.042,0.22,-2.3%,-4%
CN(c1ccc(C(=O)Nc2ccc(S(=O)(=O)N3CCCC3)cc2)cc1)S(C)(=O)=O,16%,12%,-6%,0%,2%,-1%,-0.28,-0.34,0.12,0.9,-4.6%,-2%
CCC(C)C(NC(=O)C1CCC(C)CC1)C(=O)Nc1cc(OC)ccc1OC (stereo unspecified),-6%,-1%,-6%,-5%,6%,-3%,-0.4,-0.052,0.0015,-0.22,-1.3%,-2%
C/C(=N\NC(=O)CSc1nnc(C)s1)c1ccc(O)cc1,-6%,-5%,-6%,-5%,10%,-5%,0.53,-0.24,0.34,-0.44,-7.6%,6%
COc1ccc(Nc2nc(-c3ccccc3)c(C(=O)Nc3cccnc3)s2)cc1,12%,9%,-3%,10%,-7%,-2%,0.27,0.084,0.46,0.08,-11%,2%
O=S1(=O)N=C(Nc2ccc(N3CCOCC3)cc2)c2ccccc21,-13%,-2%,-1%,4%,-3%,1%,-0.83,-0.22,-0.8,-0.2,-2.2%,5%
CCN(CC)C(=S)NC(=O)c1ccc(Cl)cc1Cl,0%,0%,-2%,-16%,2%,-2%,0.53,-0.16,0.42,-0.33,-3.3%,-3%
COc1ccc(C(=O)C/C(=C\C(=O)c2ccc(C)cc2)c2ccccc2)cc1,12%,12%,2%,-5%,7%,9%,0.6,-0.14,0.96,0.33,-1.1%,1%
Cc1ccc(-c2noc(-c3ccccc3C(=O)N3CCOCC3)n2)cc1,-7%,-1%,-2%,14%,-3%,2%,-0.51,-0.18,-0.44,0.84,-4.1%,4%
CCS(=O)(=O)c1ccc(C(=O)Nc2ccccc2)c(Cl)c1Cl,4%,1%,-9%,2%,0%,7%,/,/,/,/,-6.0%,-2%
S=C(NC1CCCCC1)N1CCN(Cc2ccccc2)CC1,-4%,-7%,-3%,-18%,-1%,7%,0.24,-0.19,0.22,0.053,-5.3%,4%
O=C(Nc1ccc(N2CCCC2)cc1)c1ccc(Br)o1,-47%,-90%,2%,20%,-17%,1%,0.36,-0.21,0.56,0.26,-19%,1%
COC(=O)c1ccc(OCC(O)CN(CCO)CC(O)Cn2ccc3ccccc32)cc1 (stereo unspecified),9%,4%,-11%,6%,5%,1%,-0.21,-0.25,-0.045,-0.14,-11%,-6%

# A draw from above in order of number of heavy atoms, highest first.
SMILES,human PMI inhibition,human PMI inhibitors,LYP inhibition,AID2073,P. falciparum M17LAP,P. falciparum M1AAP,Dynein transport,Dynein transport cytoplasmic EGFP,Dynein transport nuclear GR-EGFP,Dynein transport cell count,XIAP antagonists,Siah-1 displacement
COc1ccc(C(=O)C/C(=C\C(=O)c2ccc(C)cc2)c2ccccc2)cc1,12%,12%,2%,-5%,7%,9%,0.6,-0.14,0.96,0.33,-1.1%,1%
Cc1ccc(-c2noc(-c3ccccc3C(=O)N3CCOCC3)n2)cc1,-7%,-1%,-2%,14%,-3%,2%,-0.51,-0.18,-0.44,0.84,-4.1%,4%
CCS(=O)(=O)c1ccc(C(=O)Nc2ccccc2)c(Cl)c1Cl,4%,1%,-9%,2%,0%,7%,/,/,/,/,-6.0%,-2%

# (listing goes on)
SMILES,human PMI inhibition,human PMI inhibitors,LYP inhibition,AID2073,P. falciparum M17LAP,P. falciparum M1AAP,Dynein transport,Dynein transport cytoplasmic EGFP,Dynein transport nuclear GR-EGFP,Dynein transport cell count,XIAP antagonists,Siah-1 displacement
Cc1occc1-c1nnc(-c2cc([N+](=O)[O-])cc([N+](=O)[O-])c2)o1,6%,3%,-3%,16%,33%,1%,-1.2,-0.27,-0.39,0.19,-2.3%,-2%
CC(=O)C1=C(C)NC(=S)NC1c1cccc([N+](=O)[O-])c1 (stereo unspecified),0%,5%,-2%,17%,-9%,-3%,0.66,-0.085,0.28,1.4,-11%,1%
O=C(Nc1nc2ccc(Cl)cc2s1)c1ccc(N2CCCCC2)c([N+](=O)[O-])c1,22%,10%,1%,2%,15%,3%,0.18,-0.28,-0.21,-0.0054,-15%,2%
Cc1csc(NC(=O)CSc2nnc(C)c(=O)n2N)n1,4%,7%,-9%,4%,-5%,-4%,-0.95,0.02,0.063,0.5,-11%,-1%
Cc1ccc(CC2CC(=O)N(c3ccc(C)cc3)C2=O)cc1 (stereo unspecified),6%,5%,-6%,0%,0%,2%,0.16,-0.33,0.58,0.13,-3.8%,6%
CS(=O)(=O)N(C(=O)NC(=O)NC1CCS(=O)(=O)C1)C1CCCCC1 (stereo unspecified),3%,-1%,-2%,4%,10%,1%,-0.23,-0.19,-0.00078,0.031,-3.0%,-2%
Cc1nc(NC(=O)c2cc(-n3cnnc3)ccc2Cl)ccc1Br,5%,8%,-2%,1%,-3%,8%,0.34,-0.21,0.42,-0.14,-2.7%,12%
c1cc2c(cc1Nc1nc(-c3ccc4c(c3)OCO4)cs1)OCCO2,13%,-4%,-4%,28%,-8%,12%,-0.21,-0.12,0.28,-0.6,-4.0%,-1%
COc1ccc(S(=O)(=O)N2CCN(C(=O)[C@@H]3CCC(=O)N3C3OC(=O)c4ccccc43)CC2)cc1 (stereo partly specified),-2%,1%,-7%,-5%,3%,3%,-0.88,1.2,0.039,0.84,-3.7%,1%
Cc1[nH]c2ccccc2c1C(=O)CNc1nccs1,17%,4%,-4%,-10%,4%,4%,0.55,-0.16,0.57,-1.3,-2.6%,-4%
COc1ccccc1OCc1nnc(SCC(=O)NCc2ccco2)n1Cc1ccco1,2%,10%,-2%,35%,16%,14%,-0.84,0.026,-0.48,1.1,-5.7%,20%
COc1ccc(CC(NC(C)=O)C(=O)NC2CCN(c3c4c(nc5ncnn35)CCC4)CC2)cc1 (stereo unspecified),8%,14%,-2%,-1%,10%,15%,-0.64,-0.26,-0.12,4.7,-8.6%,-1%
Cc1ccc(C(=O)NC(=S)Nc2ccccc2C)cc1,26%,14%,0%,12%,-6%,11%,-1.5,-0.28,-0.57,-0.095,-3.8%,5%
